Bioassay records from PubChem BioAssay.
Myeloid diff MLP: induction of myeloid progenitor differentiation, primary screen, cell-based, flow cytometry, MLPCN library. calls only at 10 µM. AID 624256, 2012. ER-HoxA9 myeloid progenitors, lysozyme-GFP differentiation. 360,000 compounds, 1% hits;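 active = normalized GFP-positive differentiation at or above the plate's own cutoff, the solvent-only control mean plus 3 SD; inconclusive = no clear call, values can overlap the other calls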;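 note: cells exposed to compound for four days before flow analysis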
b-catenin transl: modulators of beta-catenin nuclear translocation, primary screen, imaging, HeLa cells, immunofluorescence, high-content; AID 1665, 2009; 190,000 compounds, 0.3% hits; nuclear translocation activity, % at 5 µM;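 active = nuclear translocation activity above 50% at 5 µM, with a well cell count of 50 or more; inconclusive = wells under 50 cells across six images, flagged as toxic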;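 note: per-cell ratio of nuclear to cytoplasmic median beta-catenin stain intensity; plate controls were DMSO negative control for no effect and GSK-3 inhibitor IX positive control for full effect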
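test system = HeLa cells, endogenous beta-catenin | dosing = single 5 µM dose plus 0.02–20 µM confirmation series | times = compound treatment 24 h, 37°C, 5% CO2 | technique = beta-catenin immunofluorescence imaging with DAPI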
West Nile antiviral: West Nile virus antiviral activity, cell-based, CPE readout (AID 1621) | West Nile virus-infected cells, CPE inhibition; higher % means a stronger effect | CPE inhibition, % at 10 µM; hits with a dose series show IC50 in µM | 290,000 compounds, 0.02% hits; in the data active = a potency from the dose series; inconclusive = CPE inhibition mostly from about 3.7% at the one dose, without a potency; inactive = the rest, 99 in 100 with CPE inhibition below about 2.2%; note: strong numbers were not always called active
Hep lipid drop: inhibitors of hepatocyte lipid droplet formation, primary screen, imaging, high-throughput imaging, BODIPY stain; AML12 mouse hepatocytes, oleate lipid droplets; inhibition, % at 6.5 µM; 240,000 compounds, 0.4% hits;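 active = lipid droplet intensity inhibited by at least 50%, with more than 500 cells counted; inconclusive = wells with under 300 cells, treated as cytotoxic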
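Material – AML12 mouse liver cells · Also added – oleate loading, 100 µM · Compound dosing – 6.5 µM single-point dosing · Times – overnight treatment with compound plus oleate · Measured by – fluorescence imaging, 20x objective, two fields per well · Read-out – percent inhibition of filter-corrected integrated lipid droplet intensity per well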
Autophagy mod: autophagy modulators in MEF cells, primary screen, imaging, high-content, MEF GFP-LC3. MEF GFP-LC3 puncta imaging; test concentration mostly 10 µM. calls only at 10 µM (by protocol). 190,000 compounds, 0.98% hits. AID 463193, 2010;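 active = percentage of spot-positive cells more than 3 SD above its plate mean, without a fluorescence outlier flag or 80% toxicity; inconclusive = no clear call, values can overlap the other calls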;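 note: spot-positive cell cutoff set from DMSO-treated cells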
T cell HTS: modulators of CD8 T cell-vesicle binding, primary screen, mouse 2C CD8+ T cells, flow cytometry; 2C CD8+ T cell-vesicle binding; active compounds read low; calls only at 7 µM; 330,000 compounds, 0.068% hits;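 active = response, share of CD8 T cells binding vesicles, and their 90th percentile fluorescence all below set limits, cut at about 80% in these data, passing the limit was not always enough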
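Material: 2C TCR transgenic mouse naive CD8+ T cells, MACS-purified. Also added: QL9-charged Drosophila Ld/ICAM-1/B7-1 vesicles. Timing: binding 1.5 h at 37 °C. Measured by: high-throughput flow cytometry with anti-B7-1 and anti-CD8 staining. Read-out: percent CD8+ FL2 mean versus row control. Controls: Unloaded micro-vesicles (low), QL9 vesicles with 0.7% DMSO (high).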
WT yeast gro inh: growth inhibition of WT strain, primary screen, mitochondrial fusion inhibitor project, WT and mutant strains, chemical genetic. AID 1362, 2008. 190,000 compounds, 2.1% hits. mitochondrial fusion phenotypic screen. inhibition, % at 10 µM; in the data active = inhibition above about 58%; tested in S. cerevisiae
Insulin prom up: insulin promoter activators in MIN6 cells, imaging, high-content screening, mouse beta cells. 190,000 compounds, 0.3% hits. MIN6 insulin promoter-GFP reporter; active compounds read high. z-score at 5 µM;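 active = z-score above 3 at 5 µM with at least 500 cells counted in the well; inconclusive = wells under 500 cells, flagged as cytotoxic or low count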
MT stabilizer: microtubule stabilizers in HeLa cells, primary screen, imaging, high-content imaging | HeLa tubulin immunostaining HCS, 24 h; share of cells brighter than vehicle mean+2SD | % tubulin-high responders, % at 10 µM | 200,000 compounds, 0.83% hits;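 active = plate Z-score above 3 for both tubulin-high and condensed-nucleus cell shares, with cell loss under 80%, at 10 µM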;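 note: anti alpha tubulin signal scored within the nucleus-defined area of each cell; some results filed as inactive read as strong as hits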
WT yeast gro inh mutant strain: second read-out of WT yeast gro inh, no call of its own (marks repeat the call); inhibition, %; mitochondrial fusion phenotypic screen, mutant strain inhibition
Insulin prom up cell count: recorded beside Insulin prom up, whose call it bears; cell count; measured here: cytotoxicity, nuclei count;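 total cells summed across four imaged fields per well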
Hep lipid drop cells 6.5 µM: further read-out of Hep lipid drop, marked with its call; cell count; measured here: cell count, cytotoxicity flag;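 cells counted across two imaged fields per well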
b-catenin transl cell count 5 µM: recorded beside b-catenin transl, whose call it bears; cell count; measured here: cell count, cytotoxicity flag
T cell HTS vesicle-bound %: recorded beside T cell HTS, whose call it bears; double positive events, %; measured here: CD8+ vesicle-bound cell fraction;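 binding gate set so that unloaded-vesicle control wells show 10% double positive cells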
MT stabilizer Hoechst-high %: second read-out of MT stabilizer, no call of its own (marks repeat the call); % Hoechst-high responders; measured here: nuclear condensation Hoechst responders;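 share of cells brighter than vehicle mean plus two SD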
MT stabilizer cytotoxicity %: second read-out of MT stabilizer, no call of its own (marks repeat the call); toxicity, %; measured here: cytotoxicity by cell density;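 0% = mean cell density of plate MIN control wells and 100% = no cells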
Autophagy mod cell loss 18 h: recorded beside Autophagy mod, whose call it bears; toxicity, %; measured here: cell loss, nuclei count;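 cell loss after 18 h compound exposure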
Myeloid diff MLP GFP+ MAC1+ %: also measured in Myeloid diff MLP; calls as there; GFP+ MAC1+ double positive, %; measured here: differentiation confirmed by MAC1 staining
* = called active by the depositor; i = inactive; ? = inconclusive; / = not tested or not shown.

SMILES | Myeloid diff MLP | Myeloid diff MLP GFP+ MAC1+ % | b-catenin transl | b-catenin transl cell count 5 µM | West Nile antiviral | Hep lipid drop | Hep lipid drop cells 6.5 µM | Autophagy mod | Autophagy mod cell loss 18 h | T cell HTS | T cell HTS vesicle-bound % | WT yeast gro inh | WT yeast gro inh mutant strain | Insulin prom up | Insulin prom up cell count | MT stabilizer | MT stabilizer Hoechst-high % | MT stabilizer cytotoxicity %
Cc1ccc(S(=O)(=O)NCC(=O)NCC(=O)N2CCN(c3ncccn3)CC2)cc1C | i | 0.6 | 0.4 | 1354 | 0.2% | 3 | 758 | / | / | i | 32 | / | / | -0.18 | 993 | / | / | /
COc1cc2c(cc1OC)C(C)N(C(=O)c1cc3c(s1)-c1c(C)cccc1OC3)CC2 (stereo not drawn) | i | 0.9 | -1.2 | 618 | / | -2 | 570 | i | -2 | i | 67 | 54 | 25 | -0.3 | 1040 | 3.0 | 2.3 | 11
CCCC(=O)Nc1ccc(N2CCCCC2)cc1 | i | 1.6 | -0.4 | 1237 | 0.1% | -1 | 755 | i | 16 | i | 40 | 6 | -4 | 1 | 1236 | 3.0 | 1.7 | 3.6
O=C1CSC(=S)N1 | i | 1.5 | / | / | 0.2% | -10 | 750 | / | / | i | 23 | / | / | / | / | / | / | /
CCCCNCCCOc1cccc(Cl)c1Cl | / | / | / | / | -0.3% | 10 | 776 | i | -2 | i | 17 | 2 | 8 | 0.05 | 908 | 1.9 | 1.7 | 3.0
Cc1ccc(C)c(N2CCN(S(=O)(=O)c3c(C)[nH]c(C)c3C(=O)N3CCCCC3)CC2)c1 | i | 3.8 | / | / | -0.7% | 7 | 650 | / | / | i | 13 | / | / | / | / | / | / | /
Cc1cc(C)c[n+](CC(=O)c2c(C)cc(C)c([N+](=O)[O-])c2C)c1 | i | 0.8 | / | / | -0.9% | -6 | 855 | / | / | i | 58 | / | / | / | / | / | / | /
COc1ccc(OC)c(S(=O)(=O)N2CCCC(C(=O)NCCN3CCOCC3)C2)c1 (stereo not drawn) | i | 0.3 | / | / | -0.2% | -13 | 668 | / | / | i | 34 | / | / | / | / | / | / | /
Cc1ccc2nc(Cn3cc(C(F)(F)F)cc(Cl)c3=O)cc(=O)n2c1 | i | 0.3 | -2.9 | 1039 | -0.2% | -2 | 671 | i | 5 | i | 50 | 2 | -8 | -0.44 | 1399 | 2.1 | 2.5 | 13
Cc1nnc(SCc2cc(=O)oc3cc(O)ccc23)n1Cc1ccccc1 | i | 0.8 | 1.1 | 941 | 0.1% | -11 | 414 | i | 3 | i | 47 | -2 | -24 | / | / | 2.1 | 3.2 | 4.1
COc1ccc(CCNC(=O)C2CC(=O)N(c3ccc(C)cc3)C2)cc1 (stereo not drawn) | i | 0.0 | / | / | -0.7% | -3 | 771 | / | / | i | 31 | / | / | / | / | / | / | /
CCC(=O)NS(=O)(=O)c1ccc(N=NN2CCCCC2)cc1 | i | 0.1 | -0.1 | 911 | 0.2% | 14 | 646 | i | 6 | i | 54 | 10 | -3 | 0.36 | 1404 | 5.3 | 2.5 | 5.4
c1ccc(OCc2nn3c(Cn4cnc5ccccc54)nnc3s2)cc1 | i | 4.3 | -0.9 | 1096 | -1.3% | 2 | 746 | i | -2 | i | 43 | -16 | 2 | -0.62 | 1231 | 3.7 | 1.7 | 2.3
OC1CCN(c2c3c(nc4cc(-c5cccc(F)c5)nn24)CCCC3)CC1 | i | 2.5 | 7.2 | 1159 | 1.2% | 18 | 763 | i | 5 | i | 3 | 23 | 23 | -0.52 | 1208 | 2.9 | 2.9 | 11
CCOC(=O)CSc1[nH]c(=O)cc(C)c1C#N | i | 0.6 | -12 | 1260 | 0.5% | -6 | 751 | i | -7 | i | 51 | -15 | -25 | -0.53 | 914 | 1.3 | 1.4 | 5.2
CCCc1nc2oc3c(NCCN4CCOCC4)ncnc3c2c2c1CCCC2 | i | 0.7 | -4.2 | 934 | 0.4% | / | / | / | / | i | 59 | / | / | -1.4 | 1125 | / | / | /
O=C1C2CC(O)CN2C(=S)N1Cc1ccccc1 (stereo not drawn) | i | 0.9 | 0.3 | 1239 | 0.2% | 1 | 687 | / | / | i | 31 | / | / | 0.3 | 1055 | / | / | /
Nc1cc2ccncc2c2ccccc12 | ? | / | 0.7 | 1248 | 0.4% | -9 | 743 | / | / | i | 39 | / | / | 0.22 | 991 | / | / | /
O=C(N=c1ccn(-c2nc3ccccc3nc2NS(=O)(=O)c2ccc(Cl)cc2)cc1)c1ccccc1Cl | / | / | -6.2 | 1223 | -0.1% | -4 | 672 | / | / | i | 14 | / | / | 0.3 | 1288 | / | / | /
Cc1ccc(Nc2ccc(S(=O)(=O)N3CCOCC3)cc2[N+](=O)[O-])cc1C | i | 1.3 | -1.2 | 1137 | -1.5% | -17 | 676 | i | 13 | i | 45 | 20 | 20 | -0.78 | 1177 | 4.3 | 3.7 | 0.1
CC1(C)N=C(C(=O)c2ccccc2)N(O)C1(C)O (stereo not drawn) | i | 3.6 | / | / | 0.2% | / | / | i | -1 | i | 35 | 8 | 6 | / | / | 3.5 | 2.8 | 5.2
c1csc(CNCCN2CCOCC2)c1 | i | 0.7 | / | / | 0.5% | 2 | 815 | i | -4 | i | 25 | -3 | 1 | / | / | 1.3 | 0.8 | 4.9
COc1ccc(F)cc1COc1nc(C)nc2ccccc12 | i | 0.9 | / | / | 0.0% | -11 | 787 | / | / | i | 19 | / | / | / | / | / | / | /
Brc1ccc(-c2cn3c(n2)SCC3)cc1 | i | 0.0 | -0.3 | 1458 | -0.9% | -2 | 580 | i | 13 | i | 50 | -20 | -20 | -0.04 | 1408 | 3.4 | 1.7 | 7.5
CC(C)N1C/C(=C/c2ccsc2)C(=O)/C(=C/c2ccsc2)C1 | i | 0.2 | 3.4 | 955 | -0.3% | -3 | 534 | i | 23 | i | 44 | -7 | -5 | -0.62 | 1277 | 6.2 | 1.4 | 2.6
(continued)
SMILES | Myeloid diff MLP | Myeloid diff MLP GFP+ MAC1+ % | b-catenin transl | b-catenin transl cell count 5 µM | West Nile antiviral | Hep lipid drop | Hep lipid drop cells 6.5 µM | Autophagy mod | Autophagy mod cell loss 18 h | T cell HTS | T cell HTS vesicle-bound % | WT yeast gro inh | WT yeast gro inh mutant strain | Insulin prom up | Insulin prom up cell count | MT stabilizer | MT stabilizer Hoechst-high % | MT stabilizer cytotoxicity %
Cc1cccc(C(=O)NCc2nnc(SCC(=O)NC3CCCC3)n2C)c1 | ? | / | / | / | -0.1% | -8 | 802 | / | / | i | 14 | / | / | / | / | / | / | /
FC(F)(F)COc1nc(OCC(F)(F)F)nc(N2CCN(c3ccccc3)CC2)n1 | i | 1.1 | -5.9 | 957 | -0.6% | / | / | i | 3 | i | 38 | -3 | -8 | -0.58 | 850 | 2.4 | 1.1 | 2.7
Cc1cc2oc(=O)cc(-c3cc4ccccc4o3)c2cc1O | i | 0.0 | / | / | -0.3% | -7 | 678 | / | / | i | 8 | / | / | / | / | / | / | /
CCN(CC)S(=O)(=O)c1ccc(N2C(=O)Nc3ccccc3N2O)cc1 | i | 0.3 | 1.8 | 1107 | -0.5% | 1 | 608 | i | 1 | i | 33 | 12 | 25 | -0.23 | 1335 | 1.9 | 2.0 | 0.1
COc1ccc(C)cc1NC(=O)C(C)N1CCOCC1 (stereo not drawn) | i | 0.9 | / | / | -0.7% | 1 | 835 | / | / | i | 51 | / | / | / | / | / | / | /
O=C1CC(NNC(=O)c2cccc(F)c2)C(=O)N1 (stereo not drawn) | i | 0.3 | -0.7 | 1182 | 1.1% | 5 | 733 | / | / | i | 25 | / | / | -0.45 | 1350 | / | / | /
COc1cccc(OC)c1OCCCNC1CCCC1 | i | 0.7 | / | / | -0.3% | -1 | 848 | / | / | i | 41 | / | / | / | / | / | / | /
O=C1Cc2cccc3cccc1c23 | i | 0.6 | / | / | 0.2% | 2 | 794 | i | -4 | i | 32 | 2 | -6 | / | / | 2.0 | 1.2 | 6.0
Cc1nnc(SCC(=O)N(C)C2CCS(=O)(=O)C2)n1Cc1ccccc1 (stereo not drawn) | i | 0.2 | -4.0 | 1121 | 0.7% | 14 | 675 | i | -15 | i | 4 | -9 | -12 | -0.98 | 1598 | 2.9 | 1.9 | 5.0
CN(CC(=O)Nc1ccccc1Br)c1ncnc2sccc12 | i | 0.5 | 0.8 | 1062 | -0.4% | 3 | 747 | i | -3 | i | 56 | -9 | 5 | -0.54 | 1231 | 4.0 | 2.9 | 4.0
Cc1ccc(S(=O)(=O)NC(=NC2CCCCC2)c2ccc(Cl)cc2)cc1 | i | 0.7 | / | / | -0.1% | -16 | 804 | / | / | i | 38 | / | / | / | / | / | / | /
COC(=O)C(CC(=O)c1ccc(Cl)cc1)c1ccc(C(C)C)cc1 (stereo not drawn) | i | 0.7 | 1.7 | 1018 | -0.1% | -1 | 696 | i | -1 | i | 25 | 70* | 44* | 0.44 | 1833 | 1.3 | 1.8 | 6.8
